Source: PubChem BioAssay (several laboratories)
ANO1 block – mouse TMEM16A channel inhibition, primary screen; Q8BHY3; HEK293 TMEM16A/YFP iodide influx fluorescence, ionomycin; normalized B-score (activity score, 25-100; higher = stronger inhibition) at 10 µM; 310,000 compounds, 1.2% hits;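 active = ratio plate-corrected score three or more library SD toward inhibition, starting fluorescence score within five deviations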;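 also: score derived from kinetic fluorescence span divided by baseline fluorescence per well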
ANO1 activ – mouse TMEM16A channel activation, primary screen; Q8BHY3; HEK293 TMEM16A/YFP-H148Q/I152L, iodide quench fluorescence; stronger effect = lower value; B-score at 10 µM; 340,000 compounds, 0.3% hits;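 active = fluorescence-ratio B-score plate-corrected deviation score at least 3 library SD below zero, with starting fluorescence score within 5 deviations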;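 also: channel opened by trigger with iodide after compound preincubation; score built on the fluorescence ratio of max minus min over baseline; more negative score means more quench and so TMEM16A activation or potentiation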
KCNQ1 act – human KCNQ1 channel potentiation or activation; B-score at 10 µM; 310,000 compounds, 0.35% hits; CHO-K1 KCNQ1, thallium flux FluxOR fluorescence; stronger effect = higher value; AID 2648; P51787;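 active = fluorescence ratio B-score, a plate-corrected score, at least three library SD, with initial intensity B-score within 5 SD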
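Assay system: CHO-K1 cells stably expressing KCNQ1; Medium: assay buffer with matched DMSO; Also added: K+/Tl+ depolarizing stimulus; Dosing: single dose; Timing: dye 90 min, compound 20 min, room temperature; Measured by: kinetic FluxOR thallium fluorescence, 10-s 1-Hz baseline, 110-s post-stimulus read; Read-out: peak-minus-minimum fluorescence over initial fluorescence, negative-control normalized, B-scored.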
DYRK1A inh – inhibitors of rat Dyrk1A kinase. AID 504441. 310,000 compounds, 0.43% hits. Q63470. ADP-Glo luminescence, NFATc1 peptide. inhibition, % at 12.5 µM; in the data active = inhibition above about 50%;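 also: plate controls were vehicle with enzyme for no effect and no enzyme for full effect; many of its hits are not listed in these tables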
HDAC3 inh – human HDAC3 inhibition; inhibition, % at 8.3 µM; AID 2718; O15379; 320,000 compounds, 0.15% hits; recombinant HDAC3, fluorogenic peptide/trypsin coupled, fluorescence; in the data active = inhibition above about 26%, passing the limit was not always enough; inconclusive = no clear call, values can overlap the other calls
Target sequence (O15379 whole entry, looked up): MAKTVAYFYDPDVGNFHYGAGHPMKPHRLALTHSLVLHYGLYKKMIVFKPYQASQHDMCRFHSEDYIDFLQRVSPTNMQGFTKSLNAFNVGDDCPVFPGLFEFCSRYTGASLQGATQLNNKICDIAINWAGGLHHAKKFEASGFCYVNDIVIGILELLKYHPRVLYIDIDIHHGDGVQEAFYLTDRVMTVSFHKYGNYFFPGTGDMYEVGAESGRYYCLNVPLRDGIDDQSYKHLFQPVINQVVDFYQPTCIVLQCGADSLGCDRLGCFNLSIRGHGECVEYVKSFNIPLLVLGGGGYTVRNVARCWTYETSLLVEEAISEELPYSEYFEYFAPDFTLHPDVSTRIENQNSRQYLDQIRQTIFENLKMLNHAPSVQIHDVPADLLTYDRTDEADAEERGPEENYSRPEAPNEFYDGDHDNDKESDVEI
hERG protect – hERG (human) protection from proarrhythmic block; 310,000 compounds, 0.51% hits; CHO-hERG, FluxOR thallium flux, dofetilide IC70 present; Q12809; activation (rescue from dofetilide block), less the hit threshold, % at 10 µM;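 active = activation above the mean of controls blocked by dofetilide plus 5 SD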;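 also: thallium influx through hERG after potassium depolarization seen as dye fluorescence rise; in these data hits start at about 4.7%; inactives centre near -7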
KCNQ1 block – blocks the human KCNQ1 potassium channel; P51787; CHO-K1 KCNQ1, FluxOR thallium flux fluorescence; stronger effect = higher value; B-score at 10 µM; 310,000 compounds, 1.3% hits;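 active = compounds whose thallium flux B-score, printed positive for inhibition, exceeds three library SD while starting fluorescence stays within three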;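 also: channel opened by potassium depolarization with thallium stimulus after 20 min compound exposure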
KCNK3 block – human KCNK3 channel inhibition, primary screen | O14649 | CHO-KCNK3 thallium flux, FluxOR fluorescence; stronger effect = lower value | B-score at 10 µM | 340,000 compounds, 0.84% hits;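 active = B-score under library mean minus 4 SD, starting fluorescence ratio at most library mean plus 5 SD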;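 also: more negative B-score means stronger inhibition of thallium flux through KCNK3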
Target sequence (O14649 whole entry, looked up): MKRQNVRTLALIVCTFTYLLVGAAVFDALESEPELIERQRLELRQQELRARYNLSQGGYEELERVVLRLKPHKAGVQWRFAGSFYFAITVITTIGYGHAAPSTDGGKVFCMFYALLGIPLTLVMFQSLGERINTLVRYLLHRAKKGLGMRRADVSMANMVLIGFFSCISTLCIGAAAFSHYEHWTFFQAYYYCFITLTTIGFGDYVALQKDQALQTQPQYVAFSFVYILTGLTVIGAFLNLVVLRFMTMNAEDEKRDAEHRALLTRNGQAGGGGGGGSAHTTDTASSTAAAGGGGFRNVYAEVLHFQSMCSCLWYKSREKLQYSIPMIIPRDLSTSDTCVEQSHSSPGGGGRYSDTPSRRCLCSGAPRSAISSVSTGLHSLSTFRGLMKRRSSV
KCNK9 inh – blocks the human KCNK9 two-pore domain potassium channel. AID 488922. B-score at 10 µM. Q9NPC2. 310,000 compounds, 1.2% hits. HEK293 KCNK9, FluxOR thallium flux fluorescence; stronger effect = lower value;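 active = ratio B-score over 3 SD below the library mean, with starting fluorescence within 5 SD of its mean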;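 also: negative B-score means less thallium flux so channel inhibition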
TRPC4 act – TRPC4 (mouse) channel activation. HEK293 TRPC4beta/mu-opioid, Fluo4 calcium fluorescence; stronger effect = higher value. 310,000 compounds, 0.49% hits. B-score at 10 µM. Q9QUQ5;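 active = B-score above 5 SD of library B-scores, and initial fluorescence ratio not above library mean plus 5 SD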;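 also: positive B-score marks a calcium rise read as TRPC4 activation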
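Material: TRPC4beta and mu-opioid receptor HEK293 stable cells | Incubation: 45 min room-temperature Fluo4 loading, 110 s read | Detection: Kinetic Fluo4 calcium fluorescence | Measure: Integrated baseline-normalised fluorescence ratio, converted to per-well B score | Benchmarks: Low control buffer alone, high control maximal DAMGO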
TRPC4 PAM – allosteric potentiators of mouse TRPC4 channel; HEK293 TRPC4beta/mu-opioid, DAMGO EC20, Fluo-4 Ca2+ flux; stronger effect = higher value; 310,000 compounds, 0.42% hits; Q9QUQ5; B-score at 10 µM; AID 2227;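 active = B-score of calcium response area above 5 SD of library B-scores, with initial fluorescence ratio within 5 SD of library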;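 also: B-score of integrated fluorescence ratio over time as area under calcium response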
* = called active by the depositor; i = inactive; ? = inconclusive; . = no result given.

SMILES | ANO1 block | ANO1 activ | KCNQ1 act | DYRK1A inh | HDAC3 inh | hERG protect | KCNQ1 block | KCNK3 block | KCNK9 inh | TRPC4 act | TRPC4 PAM
COc1ccc(C2CC(C(F)(F)F)n3nc(C(=O)O)cc3N2)cc1 (stereo not drawn) | i | i | i | 15 | 2 | -8 | i | i | i | i | i
C=CCOc1ccc(/C=N/N2C(=O)C(CC(=O)Nc3ccc(F)cc3F)SC2=NC)cc1 (stereo not drawn) | i | i | i | -3 | . | -5 | i | i | i | i | i
O=C(NC1CC(=O)N(c2ccccc2)C1)C(=O)c1c[nH]c2ccccc12 (stereo not drawn) | i | i | i | 23 | 2 | -3 | i | i | i | i | i
CCOc1ccc(C(=O)NCC(=O)OCc2ccc(F)cc2Cl)cc1 | i | i | i | -2 | 7 | -10 | i | i | i | i | i
COc1ccc(Cl)cc1NC(=O)c1sc2nc(C)nc(N3CCOCC3)c2c1C | i | i | i | . | 4 | -7 | i | i | i | i | i
Cc1ccc(OCCOC(=O)CN2C(=O)NC3(CCCC3)C2=O)cc1 | i | i | i | -5 | 9 | -7 | i | i | i | i | i
NC(CO)C(O)c1ccc([N+](=O)[O-])cc1 (stereo not drawn) | i | i | i | . | -4 | -6 | i | i | i | i | i
COc1cccc(CNC(=O)C(C(=O)NCc2cccc(OC)c2)c2ncc(C(F)(F)F)cc2Cl)c1 | i | i | i | 2 | -4 | -16 | i | i | i | i | i
NC(=O)CSc1nc2cccnc2n1-c1ccc(F)cc1 | i | i | i | -7 | -2 | 1 | i | i | i | i | i
CCCCc1cc2c(s1)CCCC/C2=N/O | i | i | i | 3 | 7 | -5 | i | i | i | i | i
CCN(CC)C(=O)C(C)N(C#N)c1nc(Cl)nc(N(C)C)n1 (stereo not drawn) | i | i | i | -1 | 1 | -17 | i | i | i | i | i
Cc1cccc(N2CCN(C(=O)N3CCCCC3)CC2)c1C | i | i | i | . | 1 | -8 | i | i | i | i | i
CC(C)(C)NC(=O)CSc1nc(-c2ccccc2)cc(=O)[nH]1 | i | i | i | -5 | -4 | -3 | i | i | i | i | i
CCNC(=S)/N=C(/Nc1ccc(OC)cc1)Nc1nc(C)cc(C)n1 | i | i | i | . | 5 | -1 | i | i | i | i | i
CCOC(=O)c1c(C)[nH]c(C(=O)OCc2c(C)noc2C)c1C | i | i | i | -4 | 6 | -13 | i | i | i | i | i
FC(F)(F)c1cccc(Cc2noc(CN3CCC(c4ccncc4)CC3)n2)c1 | i | i | i | -1 | 3 | -28 | i | i | i | i | i
O=C(CC(=O)N/N=C/c1ccccc1O)NCc1cccnc1 | i | i | i | 5 | -8 | -4 | i | i | i | i | i
c1cncc(Oc2cccc(Oc3cccnc3)c2)c1 | i | i | . | 1 | -1 | . | . | i | . | . | .
CNC(=S)NCCCc1ccccc1 | i | i | i | 2 | -6 | -14 | i | i | i | i | i
O=C(/C=C/N1CCOCC1)c1cc2ccccc2o1 | i | i | i | 11 | 17 | -9 | i | i | i | i | i
O=C(Nc1cccc(C(F)(F)F)c1)Oc1ccccc1N1CCOCC1 | i | i | i | -5 | 7 | -6 | i | i | i | i | i
Cc1ccc(C(=O)N/C(=C/c2ccc(-c3cccc([N+](=O)[O-])c3)o2)C(=O)NC(C)(C)C)cc1 | i | i | i | 0 | -24 | -8 | i | i | i | i | i
O=C(/C=C/c1ccc2c(c1)OCO2)Nc1c(C(=O)O)[nH]c2ccccc12 | i | i | i | 42 | 2 | -6 | i | i | i | i | i
CCOC(=O)CNc1nc(-c2ccncc2)nc2ccccc12 | i | i | . | 6 | -3 | . | . | i | . | . | .
CCc1nc(NCCO)c(C#N)c2c1CCCC2 | i | i | i | . | -2 | -13 | i | i | i | i | i
CCn1cc(C(=O)O)c(=O)c2cc(F)c(N3CCN(C(=S)NC(=O)c4c(OC)cccc4OC)CC3)cc21 | i | i | i | 3 | -3 | -6 | i | i | i | i | i
COc1cccc(-n2c(C)c(C(C)=O)c(C(C)=O)c2C)c1 | i | -13* | i | 4 | ? | -4 | i | i | i | i | i
CCN1/C(=C/C(C)=C/c2sc3ccccc3[n+]2CC)Sc2ccccc21 | i | i | i | 26 | 0 | -26 | i | -15* | i | i | i
Cc1cccc(-c2noc(CCCC(=O)Nc3ccc(C(N)=O)cc3)n2)c1 | i | i | i | 2 | 4 | -8 | i | i | i | i | i
CC(C)(C)c1ccc(/C=C(\c2nc3ccccc3[nH]2)S(=O)(=O)c2ccccc2)cc1 | i | i | i | 5 | 10 | 0 | i | i | i | i | i

Structural class, the compounds so far with a furan ring, fused or not.
SMILES | ANO1 block | ANO1 activ | KCNQ1 act | DYRK1A inh | HDAC3 inh | hERG protect | KCNQ1 block | KCNK3 block | KCNK9 inh | TRPC4 act | TRPC4 PAM
O=C(/C=C/N1CCOCC1)c1cc2ccccc2o1 | i | i | i | 11 | 17 | -9 | i | i | i | i | i
Cc1ccc(C(=O)N/C(=C/c2ccc(-c3cccc([N+](=O)[O-])c3)o2)C(=O)NC(C)(C)C)cc1 | i | i | i | 0 | -24 | -8 | i | i | i | i | i

Later entries:
SMILES | ANO1 block | ANO1 activ | KCNQ1 act | DYRK1A inh | HDAC3 inh | hERG protect | KCNQ1 block | KCNK3 block | KCNK9 inh | TRPC4 act | TRPC4 PAM
CCOC(=O)c1[nH]c2ccc(Br)cc2c1NC(=O)CCN1CCOCC1 | i | i | i | . | 1 | -17 | i | i | i | i | i
Cc1ccccc1S(=O)Cc1ccc(C(=O)NC2CCN(Cc3ccccc3)CC2)o1 (stereo not drawn) | i | i | i | 8 | -1 | -8 | i | i | i | i | i
CSc1ccc(OCC(=O)Nc2ccc(N3CCOCC3)c(Cl)c2)cc1 | . | i | i | 2 | . | -6 | i | i | i | i | i
CC1C(=O)Nc2ccccc2N1C(=O)C1CC1 (stereo not drawn) | 25* | i | i | 1 | -13 | -7 | i | i | i | i | i
CCN(c1ccccc1)S(=O)(=O)c1cc(CN2C(=O)c3cccnc3C2=O)ccc1OC | i | i | i | 0 | 9 | -7 | i | i | i | i | i
Cc1c(C(=O)c2ccccc2C(=O)O)sc2ccccc12 | i | i | i | 2 | 3 | -3 | i | i | i | i | i
CCC(=O)Nc1ccc2c(c1)nc(CCN1CCC(C)CC1)n2C | i | . | i | -1 | -6 | -5 | i | i | i | i | i
COC(=O)c1cc(Cl)c(NC(=O)/C=C/c2ccc(OC)cc2)cc1OC | i | i | i | 5 | -38 | -8 | i | i | i | i | i
Cc1snc(S(=O)(=O)/C(C#N)=N/Nc2cccc(C(F)(F)F)c2)c1C#N | i | i | i | 5 | -2 | -18 | i | i | i | i | i
COc1cc(NC(=O)Cc2ccccc2)ccc1NC(=O)c1ccco1 | i | i | i | -3 | 1 | -15 | i | i | i | i | i
CC1=C(C(=O)OCc2ccccc2)C(c2cccc3ccccc23)NC(=O)N1CCCC(=O)O (stereo not drawn) | i | i | . | 5 | 1 | . | . | i | . | . | .
CCOc1ccccc1NC(=O)COC(=O)c1cc(C(=O)OC)cc([N+](=O)[O-])c1 | i | i | i | -9 | -1 | -2 | i | i | i | i | i
Cc1nn(Cc2ccc(F)cc2)c(Cl)c1/C=N/NC(=O)c1cccnc1 | i | i | i | 0 | 7 | -9 | i | i | i | i | i
COc1ccc(-c2cc(C(=O)N3CCN(S(=O)(=O)c4ccc(C)cc4)CC3)[nH]n2)cc1 | i | i | i | . | -1 | -10 | i | i | i | i | i
CC(C)C(=O)Nc1cccc(NC(=O)c2cccc(Br)c2)c1 | i | i | i | 16 | -4 | -13 | i | i | i | i | i
Nc1nnc(Cc2ccc(Cl)cc2)s1 | i | i | i | -8 | 1 | -5 | i | i | i | i | i
Cc1cc(OCCCN2CCCC2)ccc1Cl | i | i | i | -8 | -3 | 2 | i | i | i | i | 12*
Cc1ccc(OCCOC(=O)c2sc(=S)n(C)c2C)cc1 | i | i | i | -4 | -2 | -5 | i | i | i | i | i
Cc1ccc(/C(N)=N/OC(=O)c2ccco2)cc1 | i | i | i | -6 | -4 | -9 | i | i | i | i | i
Cc1cc(C(F)F)n2ncc(C(=O)O)c2n1 | i | i | i | -5 | 8 | -4 | i | i | i | i | i
CSc1ccc(S(=O)(=O)NCC(=O)OCC(=O)N(Cc2ccccc2)C(C)C)cc1[N+](=O)[O-] | i | i | i | 15 | 14 | -18 | i | i | i | i | i
O=C(Oc1ccc2c3c(c(=O)oc2c1)CCC3)c1ccco1 | i | i | i | 6 | -3 | 0 | i | i | i | i | i
O=C(NCc1ccco1)c1ccc(C(=O)NCc2ccco2)s1 | i | i | i | 4 | 3 | -3 | i | i | i | i | i
COc1ccc(/C(N)=N/OC(=O)Cc2ccccc2[N+](=O)[O-])cc1 | i | i | i | -10 | -1 | -4 | i | i | i | i | i
CCn1c(SCC(=O)NC(=O)NC(C)(C)C)nc2ccccc21 | i | i | i | -2 | -4 | -5 | i | i | i | i | i
O=C(O)CSc1nnc(COc2ccc([N+](=O)[O-])cc2)n1-c1ccccc1 | i | i | i | 1 | 3 | -3 | i | i | i | i | i
COc1cc(NC(=O)c2cccc(C)c2)ccc1NC(=O)c1cc2ccccc2o1 | i | i | i | 1 | 2 | -2 | i | i | i | i | i
COCCCNC(=O)[C@H](Cc1c[nH]c2ccccc12)NC(=O)OCc1ccccc1 | i | i | i | 1 | -2 | -7 | i | i | i | i | i
N=c1c(S(=O)(=O)c2ccccc2)cc2c(=O)n3ccccc3nc2n1CC1CCCO1 (stereo not drawn) | i | i | . | -6 | -33 | . | . | i | . | . | .
O=S1(=O)CCC(NS(=O)(=O)c2cccc3cccnc23)C1 (stereo not drawn) | i | i | i | 4 | 6 | -10 | i | i | i | i | i
O=C(NCC1CCCO1)c1ccc2c(=O)n(CCc3ccccc3)c(=O)[nH]c2c1 (stereo not drawn) | i | i | i | -2 | -7 | -13 | i | i | i | i | i
Cc1ccc(C(c2sc3nc(C)nn3c2O)N2CC(C)OC(C)C2)cc1 (stereo not drawn) | i | i | i | 2 | 0 | -1 | i | i | i | i | i
CSCc1ccc(C(=O)Nc2cccc(C)c2C)cc1 | i | i | i | 0 | -10 | -1 | i | i | i | i | i
CCOCCCNC(=O)c1ccc(NC(=O)C2=CSCCO2)cc1 | i | i | i | 1 | 2 | -7 | i | i | i | i | i
COC(=O)c1ccccc1NC(=S)N1CCN(c2ccc(OC)cc2)CC1 | i | i | i | 10 | 3 | -8 | i | i | i | i | i

Not all compounds are listed, so the mix of outcomes need not match the whole.
